# Screening data from PubChem BioAssay.
# inhibitors of VEEV = inhibitors of VEEV TC-83 cytopathic effect, confirmation, Vero cells (AID 588727); 350,000 tested, 0.13% active; Vero cells, VEEV TC-83 cytopathic effect inhibition; higher % means a stronger effect; inhibition, % at 20 µM; hits with a dose series show IC50 in µM; in the data active means a potency from the dose series; inconclusive means inhibition mostly from about 14% at the one dose, without a potency; inactive means the rest, 99 in 100 with inhibition below about 12%; further: strong numbers were not always called active
# tuberculosis growth = growth inhibition of non-replicating M. tuberculosis (AID 488890); Mycobacterium tuberculosis non-replicating, growth inhibition; higher % means a stronger effect; one-dose inhibition, % at 25 µM; IC50 in µM for titrated hits; 320,000 tested, 0.39% active; in the data active means a potency from the dose series; inconclusive means inhibition mostly from about 82% at the one dose, without a potency; inactive means the rest, 99 in 100 with inhibition below about 76%;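 further: plate controls were DMSO cells for no effect and high antibiotic wells for full effect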
# H37Rv inhibition = M. tuberculosis growth inhibition, HTS (AID 449762). inhibition, % at 25 µM, or IC50 in µM where a hit was titrated. M. tuberculosis H37Rv growth inhibition, 7H9 media; higher % means a stronger effect. 330,000 tested, 0.59% active; in the data active means a potency from the dose series; inconclusive means inhibition above about 70% without an active follow-up result;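 further: bacterial growth assessed after seven days of incubation; strong numbers were not always called active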
# Salmonella PhoP GFP = Inhibition of PhoP regulon, Salmonella typhi GFP reporter cells, confirmation, 4 h (AID 1850); Salmonella Typhi PhoP-promoter GFP reporter, fluorescence, 4 h; higher % means a stronger effect; one-dose inhibition, % at 50 µM; IC50 in µM for titrated hits; 310,000 tested, 0.33% active; in the data active means a potency from the dose series; inconclusive means inhibition mostly from about 25% at the one dose, without a potency; inactive means the rest, 99 in 100 with inhibition below about 19%;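 further: 0% = induced wells with vehicle and 100% = uninduced wells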
# H1N1 NS1A inhibition = H1N1 influenza NS1A inhibitors, functional cell based assay (AID 504329); NS1A functional cell-based assay, percent inhibition; higher % means a stronger effect; inhibition, % at 12.5 µM; hits with a dose series show IC50 in µM; 340,000 tested, 0.3% active; in the data active means a potency from the dose series; inconclusive means inhibition above about 27% without an active follow-up result; further: strong numbers were not always called active
# * hit, by the source's call; i = inactive; ? = inconclusive; nt = not tested or not shown; & = joins results of further samples. Rows are unselected; about 1.4% have a hit in one of these screens.
# The opening two records, to show the layout:
Structure	inhibitors of VEEV	H1N1 NS1A inhibition	H37Rv inhibition	tuberculosis growth	Salmonella PhoP GFP
COc1ccc(CN(C)C(=O)c2cccc(S(=O)(=O)N3CCN(c4ccccc4)CC3)c2)c(OC)c1OC	7.0%	3%	15%	13%	-6%
COc1ccc(/C=N/Nc2nc(-c3cccnc3)nc3ccccc23)cc1OC	13%	-4%	1%	18%	-31%

# This part in full, from the first entry:
Structure	inhibitors of VEEV	H1N1 NS1A inhibition	H37Rv inhibition	tuberculosis growth	Salmonella PhoP GFP
COc1ccc(CN(C)C(=O)c2cccc(S(=O)(=O)N3CCN(c4ccccc4)CC3)c2)c(OC)c1OC	7.0%	3%	15%	13%	-6%
COc1ccc(/C=N/Nc2nc(-c3cccnc3)nc3ccccc23)cc1OC	13%	-4%	1%	18%	-31%
Cc1ccc(C)c(NC(=O)c2cc3c([nH]c4ccccc43)c(C)n2)c1	1.0%	6%	0%	-15%	-7%
O=C(O)c1cccc(S(=O)(=O)Nc2ccc3c(c2)OCO3)c1	1.0%	-4%	-10%	5%	-9%
CC(=O)N1CCCC1C(=O)O (configuration not stated)	0.5%	1%	nt	nt	nt
O=c1cc(CO)oc(C(Nc2ccccn2)c2ccsc2)c1O (configuration not stated)	nt	nt	-4%	4%	2%
COc1cc(C2C(C#N)=C(N)N(N(C)C)C3=C2C(=O)CC(C)(C)C3)cc(OC)c1OC (configuration not stated)	i	-9%	-9%	0%	-3%
Brc1ccccc1CN1CCC(Cc2ccccc2)CC1	i	-3%	6%	41%	-5%
Cc1ccc(C2=NN=C(NC(=O)C(F)(F)F)SC2)cc1	2.0%	17%	nt	nt	nt
Cc1[nH]c(=O)[nH]c(=O)c1S(=O)(=O)N1c2ccc(F)cc2CCC1C (configuration not stated)	i	-7%	-18%	-5%	3%
Cc1ccc(S(=O)(=O)N2CCCC(C(=O)NCc3cccnc3)C2)cc1Cl (configuration not stated)	i	16%	2%	3%	20%
C#CCSc1nnc(C)c(C)n1	0.3%	7%	-3%	-22%	-3%

# A few values from the results shown:
# Reading for Cc1[nH]c(=O)[nH]c(=O)c1S(=O)(=O)N1c2ccc(F)cc2CCC1C (configuration not stated) in tuberculosis growth: -5%
# Reading for C#CCSc1nnc(C)c(C)n1 in inhibitors of VEEV: 0.3%
# Reading for COc1ccc(CN(C)C(=O)c2cccc(S(=O)(=O)N3CCN(c4ccccc4)CC3)c2)c(OC)c1OC in Salmonella PhoP GFP: -6%
# Reading for O=c1cc(CO)oc(C(Nc2ccccn2)c2ccsc2)c1O (configuration not stated) in Salmonella PhoP GFP: 2%
# Reading for CC(=O)N1CCCC1C(=O)O (configuration not stated) in H1N1 NS1A inhibition: 1%
# Reading for COc1cc(C2C(C#N)=C(N)N(N(C)C)C3=C2C(=O)CC(C)(C)C3)cc(OC)c1OC (configuration not stated) in H37Rv inhibition: -9%
# Reading for Cc1ccc(S(=O)(=O)N2CCCC(C(=O)NCc3cccnc3)C2)cc1Cl (configuration not stated) in H1N1 NS1A inhibition: 16%

# Later entries
Structure	inhibitors of VEEV	H1N1 NS1A inhibition	H37Rv inhibition	tuberculosis growth	Salmonella PhoP GFP
COc1ccccc1CN1CC(C(=O)NC2CCCCC2)CC1=O (configuration not stated)	i	-10%	-10%	-3%	2%
CN(C)C(=O)c1ccc(-n2nc(C(F)(F)F)c3c2CCCC3)cc1	0.7%	-16%	23%	12%	7%
O=C1CC(C(=O)N2CCN(S(=O)(=O)c3cccc(F)c3)CC2)CN1Cc1ccccc1Cl (configuration not stated)	3.1%	-6%	-3%	8%	-1%
CCN(C[C@H]1N[C@@](Cc2ccccc2)(C(=O)OC)[C@H]2C(=O)N(C)C(=O)[C@@H]12)C(=O)Nc1ccc(C(F)(F)F)cc1	0.1%	-7%	9%	3%	nt
O=C(CNCC1CCCO1)Nc1ccc([N+](=O)[O-])cc1C(=O)Nc1ccccc1F (configuration not stated)	6.7%	2%	6%	9%	7%
CCOP(=O)(OCC)C1(O)C(=O)Nc2ccc(Br)cc21 (configuration not stated)	1.9%	0%	3%	3%	9%
Cc1c(C(=O)N2CCCCC2)c(S(=O)(=O)N2CCN(c3ccc(F)cc3)CC2)c(C)n1C	0.9%	12%	6%	8%	-11%
Fc1ccc(OCc2nn[nH]n2)c(F)c1	i	-1%	0%	35%	-5%
COc1ccc(Cl)cc1NC(=O)N(C)Cc1c(C)nn(C)c1C	1.2%	-2%	-7%	-7%	6%
COc1ccc(-c2noc(N3CCC(C(=O)Nc4ccc(F)cc4F)CC3)n2)cc1	0.1%	-21%	-5%	-8%	-1%
O=C(NCCc1ccccc1)c1c(F)c(F)c(F)c(F)c1F	1.2%	1%	0%	16%	-4%
Cc1ccc(C(=O)NCC(=O)NCC(c2cccs2)N(C)C)cc1C (configuration not stated)	i	6%	5%	11%	nt
Cc1ccc(NC(=O)NCC2CCN(Cc3cc(C)ccc3Cl)CC2)c(C)c1	1.3%	12%	-4%	55%	3%
Cc1cc(C(=O)NC(C)C2CCCO2)cs1 (configuration not stated)	0.1%	-9%	-12%	48%	-3%
COc1ccc(S(=O)(=O)N2CCCC2CNC(=O)C(=O)Nc2cccc(F)c2)cc1 (configuration not stated)	0.5%	3%	-1%	11%	7%
O=C(Cn1ccc(NC(=O)OCc2ccccc2)nc1=O)NCCCn1ccnc1	0.1%	3%	-9%	-1%	nt
COc1ccc(NC(=O)CSc2nc3n[nH]c(C)c3c(=N)n2-c2ccc(Cl)c(C)c2)cc1OC	0.1%	-10%	11%	-7%	5%
C=CCSC1=N/C(=C\c2cc(OCC)c(OC(C)=O)c([N+](=O)[O-])c2)C(=O)S1	0.1%	18%	10%	?	-12%
O=C(Nc1ccn(CCCNCc2ccc3c(c2)OCO3)c(=O)n1)OCc1ccccc1	0.5%	-2%	nt	nt	nt
CC(=O)Nc1ccc(Nc2ncnc3c2nnn3Cc2ccccc2Cl)cc1	3.7%	-10%	nt	nt	nt
CC(=O)Cc1nsc(NC(=O)c2ccco2)n1	0.9%	-7%	-2%	-12%	2%
COC(=O)c1ccc(NS(=O)(=O)c2cc(-c3cc(C)no3)ccc2OC)cc1	i	10%	0%	5%	6%
Cc1ccc(NC(=O)CC2C(=O)OCC3CCCCN32)cc1Cl (configuration not stated)	0.0%	-2%	0%	28%	-8%
COc1nc(C)cc(C)c1S(=O)(=O)c1ccc(Cl)cc1	0.8%	2%	1%	-2%	-11%
Cc1ccc(NC(=O)C2CCN(S(=O)(=O)c3ccc(C(C)(C)C)cc3)CC2)cc1S(=O)(=O)N1CCOCC1	1.6%	-3%	nt	nt	nt
O=C(COc1cccc2c1CCN(Cc1ccccc1)C2=O)NCc1ccco1	0.8%	-8%	3%	20%	-4%
CC(NC(=O)CCCc1nnc2n(C)c(=O)c3sccc3n12)c1ccccc1 (configuration not stated)	0.1%	5%	-1%	-5%	-12%
O=C(Cc1c(Cl)cccc1Cl)Nc1ccncc1	4.7%	-6%	0%	-7%	-6%
O=C(c1cc([N+](=O)[O-])cc([N+](=O)[O-])c1)N1CCCc2ccccc21	1.8%	2%	58%	67%	3%
COc1nc2ccccc2c(=O)n1OCC(C)C	i	-1%	3%	0%	-7%
O=C(O)c1[nH]c2ccccc2c1C(c1ccccc1)c1c(C(=O)O)[nH]c2ccccc12	0.1%	-8%	-3%	8%	0%
O=C(CCCCCNC(=O)c1ccccc1)N/N=C/c1ccc(F)cc1	0.7%	4%	-4%	-5%	-5%
O=C(O)c1cc(-c2ccco2)nc2ccccc12	0.5%	2%	3%	-8%	-2%
COc1ccc(C(=O)NCc2nnc(SCC(=O)NCc3ccco3)o2)cc1	1.4%	-3%	7%	76%	-17%
CN(C)C(C)(C)C#CCC(c1ccccc1)c1ccccc1	i	9%	0%	42%	-4%
CCC(CO)Oc1cc(NCc2ccc(O)cc2)c2ncn(C(C)C)c2c1 (configuration not stated)	0.6%	-4%	6%	2%	nt
CC(NCCC(c1ccccc1)c1ccccc1)c1ccccc1 (configuration not stated)	i	3%	37%	75%	-2%&-6%
CC(OC(=O)Cn1cc(C(F)(F)F)ccc1=O)C(=O)NC(C)c1ccc(Cl)cc1Cl (configuration not stated)	0.3%	-4%	-10%	-9%	nt
CS(=O)(=O)N(CC(=O)NC1CCCCC1)c1cccc(Cl)c1	0.3%	-2%	-1%	-6%	7%
O=C(Nc1ccc(Cl)cc1)N1CCCN(Cc2ccc(F)cc2)C1	i	3%	25%	?	0%
C[C@@H]1NC(=O)N(CCCn2ccnc2)C1=O	0.2%	4%	-2%	-4%	-1%
COc1ccccc1NC(=O)c1ccc(NC(=O)COC(=O)c2cccnc2Cl)cc1	0.6%	3%	1%	5%	nt
CC1CC(C)CN(S(=O)(=O)c2cccc3nonc23)C1 (configuration not stated)	i	13%	-1%	-2%	-8%
Cc1ccc(N2CC(C(=O)Nc3nnc(SCc4cccnc4)s3)CC2=O)cc1 (configuration not stated)	1.5%	-7%	1%	-10%	-11%
O=S(=O)(NCc1ccc2c(c1)OCO2)c1cccc2cccnc12	i	-1%	7%	-13%	0%
O=C(c1ccco1)N1CCN(C(=O)c2cnn3cccnc23)CC1	1.1%	-7%	-2%	-7%	4%
Cc1cc(C)c(N)cc1C	i	0%	-9%	5%	nt
Cc1ccc(NC(=O)CCn2c(=O)oc3ccccc32)cc1	1.8%	12%	-4%	-2%	-5%
COC1=C(C)C(O)=C(C(=O)/C=C/c2ccccc2)C(=O)C1(C)C	?	11%	?	?	0%
O=C(COC(=O)c1ccc2c(c1)OCO2)NC1CCS(=O)(=O)C1 (configuration not stated)	1.6%	14%	2%	-10%	1%
O=C(CCSc1ccccc1)NC(=O)COC(=O)c1ccc(OC(F)F)cc1	0.4%	7%	9%	67%	16%
CCOC(=O)c1c(C)[nH]c(C(=O)CN2C(=O)NC3(CCCC3)C2=O)c1C	2.1%	14%	0%	1%	-1%
c1cn2c(NC3CCCC3)c(-c3ccc(N4CCOCC4)cc3)nc2cn1	0.0%	-5%	3%	-3%	1%
Cc1cccc(NC(=S)NCCC(c2ccccc2)c2ccccc2)c1	i	3%	10%	57%	-6%
CC(NC(=O)Cc1ccc(S(=O)(=O)N2CCOCC2)s1)c1ccc(Cl)cc1Cl (configuration not stated)	4.7%	-13%	-1%	11%	-3%
COC(=O)c1ccc(OC(=O)CCN2c3ccccc3Sc3ccccc32)cc1	i	-5%	-5%	68%	-8%
NC(=NCc1ccco1)NC(=O)c1ccc(Cl)cc1	5.6%	10%	7%	28%	4%
CC(=O)Nc1ccc(S(=O)(=O)NCC(=O)NCCc2ccc(S(N)(=O)=O)cc2)cc1	0.5%	0%	-2%	nt	5%
CCCc1cc(=O)[nH]c(SCc2cc(=O)oc3c(C)c(C)ccc23)n1	0.6%	9%	1%	15%	-9%
Cc1ccc2nc(SCC(=O)N3CCN(C(=O)c4ccco4)CC3)[nH]c2c1	2.7%	-3%	7%	9%	3%

# (cont.)
Structure	inhibitors of VEEV	H1N1 NS1A inhibition	H37Rv inhibition	tuberculosis growth	Salmonella PhoP GFP
COc1ccc(OCC(=O)Nc2ncc3c(n2)CC(C)(C)CC3=O)cc1	i	-1%	1%	3%	-1%
O=C(Nc1cccc(-c2csc(Nc3ccc(Cl)cc3)n2)c1)c1ccccc1	1.9%	7%	?	9%	-4%
FC(F)(F)c1cccc(N2CCN(CC3CC=CCC3)CC2)c1 (configuration not stated)	0.6%	-9%	0%	-1%	-5%
O=C(Cn1c(=O)oc2cc(S(=O)(=O)N3CCCC3)ccc21)N1CCN(C2CCCCC2)CC1	2.3%	3%	-7%	-6%	nt
CC1=C(c2ccc(C)cc2)S(=O)(=O)N(CC(=O)O)C1=O	2.7%	-5%	-6%	-13%	1%
COc1cc(OC)cc(C(=O)Nc2cc(C)on2)c1	3.3%	2%	-1%	0%	-3%
CSCCC(NC(=O)c1ccc(Cl)cc1)C(=O)OCC(=O)Nc1cc(Cl)ccc1C (configuration not stated)	0.1%	-1%	1%	7%	-2%
CN1CCN(NC(=O)c2cc(-c3cccc(Cl)c3)nc3ccccc23)CC1	24%	-3%	8%	8%	4%
O=C(CN1C(=O)NC2(CCCC2)C1=O)c1ccc(Cl)s1	2.0%	-6%	-3%	0%	4%
COc1cc(C(CCN2CCN(c3ccccc3)CC2)c2c(OC)cc(OC)c3ccc(=O)oc23)cc(OC)c1OC (configuration not stated)	i	16%	6%	23%	-19%
Nc1n[nH]c2ccccc12	0.7%	-1%	2%	-5%	-12%
C#Cc1ccc([C@H]2C=C(C(=O)OCC=C)O[C@@H](OCc3ccc(CO)cc3)C2)cc1	0.9%	-8%	5%	-3%	0%
O=C(COC(=O)CCC(=O)N1CCOCC1)Nc1ccc(Br)cc1Br	3.7%	-11%	-7%	-11%	nt
